# DT40 TDP1 no CPT: qHTS for Inhibitors of human tyrosyl-DNA phosphodiesterase 1 (TDP1): qHTS in cells in absence of CPT. DT40 Tdp1-/- hTDP1 cells, no CPT, ATP luminescence, 48 h. Potency, µM (series often up to 46.2 µM), for the others: top-dose activity change, negative = growth inhibition, usual class: inhibitors. 15% of 420,000 active; further: nearly all actives have a fitted effect of over 55% in size
#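 Cells were dispensed at 400 per well, compounds added by pin tool, plates incubated ≥48 hr at 37 °C, then CellTiter-Glo added for 30 min at room temperature before luminescence reading. Line: DT40 Tdp1-/- complemented with hTDP1; camptothecin omitted.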
# DT40 TDP1 CPT: growth inhibition of DT40 Tdp1-/-;hTDP1 cells with camptothecin (screen for TDP1 inhibitors). 12% of 420,000 active. chicken DT40 Tdp1-/-;hTDP1 cells + 20 nM CPT, ATP luminescence, 48 h. Potency, µM (titrated, usually from 46.2 µM), without a hit: at the top dose activity change, negative = growth inhibition, usual class: inhibitors; further: nearly all actives have a fitted effect of over 55% in size
#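 Cell growth measured by CellTiter-Glo luminescence after a minimum 48 h, 37 C compound exposure with 20 nM CPT in Tdp1-knockout DT40 cells stably expressing hTDP1, seeded 400/well; qHTS titration format.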
# KAT2A inh: GCN5L2 (KAT2A) acetyltransferase inhibition. Q92830. GCN5L2 HAT assay, ThioGlo1 CoA-SH fluorescence. Potency, µM (series often up to 58.9 µM), without a hit: at the top dose activity change, negative = inhibition, hits mostly inhibitors. 0.21% of 390,000 active. AID 504327
# Target sequence (Q92830 whole entry, looked up): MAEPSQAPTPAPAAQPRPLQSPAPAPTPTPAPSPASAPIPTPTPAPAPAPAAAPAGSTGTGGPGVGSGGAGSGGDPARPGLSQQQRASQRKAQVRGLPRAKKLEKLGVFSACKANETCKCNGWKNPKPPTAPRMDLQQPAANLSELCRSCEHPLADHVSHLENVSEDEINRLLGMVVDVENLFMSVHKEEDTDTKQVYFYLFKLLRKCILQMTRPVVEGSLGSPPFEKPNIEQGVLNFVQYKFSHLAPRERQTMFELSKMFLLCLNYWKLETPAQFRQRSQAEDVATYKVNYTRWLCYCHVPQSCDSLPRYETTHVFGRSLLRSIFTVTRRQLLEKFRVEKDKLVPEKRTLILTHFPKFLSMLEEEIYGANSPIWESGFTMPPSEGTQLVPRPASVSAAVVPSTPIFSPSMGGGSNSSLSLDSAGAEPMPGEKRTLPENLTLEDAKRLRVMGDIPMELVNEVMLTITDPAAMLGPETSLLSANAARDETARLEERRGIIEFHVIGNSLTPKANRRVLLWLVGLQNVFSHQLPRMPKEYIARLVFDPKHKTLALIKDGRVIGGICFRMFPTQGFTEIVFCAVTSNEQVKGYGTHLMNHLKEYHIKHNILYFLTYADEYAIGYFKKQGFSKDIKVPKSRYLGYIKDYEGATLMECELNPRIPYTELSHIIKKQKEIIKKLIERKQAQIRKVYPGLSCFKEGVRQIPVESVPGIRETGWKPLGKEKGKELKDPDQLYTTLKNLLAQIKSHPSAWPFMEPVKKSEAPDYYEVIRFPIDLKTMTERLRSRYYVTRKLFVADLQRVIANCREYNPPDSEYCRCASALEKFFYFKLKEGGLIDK
#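 Fluorescence readout, Ex340nm/Em540nm: ThioGlo1 (50uM final) reacts with free CoA thiol released as 20nM GCN5L2 acetylates H3(1-25) peptide (75uM) using acetyl-CoA (70uM). Compound and enzyme sat 15 min beforehand; 20 min room-temperature reaction.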
# * = called active by the depositor; ? = inconclusive; · = not tested or not shown. The call rests on the fitted dose curve; in most records, active means well fitted curve in the direction sought with a large enough effect; inconclusive means small, poorly fitted or top-dose-only effect, or another doubt; inactive means no such curve, though single readings can be large; an effect the other way counts as inactive or inconclusive. On the % scale 0 is the no-effect control and ±100 the full control effect; potency means the concentration at half of the fitted maximal effect. These rows are one share of the data, so the mix of outcomes need not match the whole.
nr	Molecule	DT40 TDP1 no CPT	DT40 TDP1 CPT	KAT2A inh
1	COc1cccc(NC(=O)CCc2nnc3ccc(N4CCN(c5cccc(OC)c5)CC4)nn23)c1	?	?	0.8%
2	Cc1cc(C)c(NC(=O)CSc2nnc(CNC(=O)c3c(F)cccc3Cl)o2)c(C)c1	3.5%	6.1%	0.7%
3	CCCNC(=S)N1CCC(c2nc3cc(C)c(C)cc3[nH]2)CC1	?	-12.8%	-0.6%
4	CCN(C1CCS(=O)(=O)C1)S(=O)(=O)c1cc(C)ccc1C (centres undefined)	1.9%	10.9%	-1.0%
5	COc1ccc(/C=C(\NC(=O)c2cccs2)C(=O)N2CCOCC2)cc1OC	-10.5%	18.8%	0.4%
6	O=S(=O)(c1ccc2ccccc2c1)N1CCN(Cc2ccccn2)CC1	-23.7%	2.2%	-2.9%
7	CCCC(C)(C)C(=O)N1CCC1(C)C(=O)NS(=O)(=O)c1ccccc1Cl (centres undefined)	24.7%	5.4%	·
8	Cc1nn2c3c(cnc2c1-c1ccccc1)C(=O)CCC3	-13.7%	-1.9%	0.0%
9	COc1ccc(NC(=O)C2CCCC2)cc1S(=O)(=O)N1CCOCC1	11.0%	13.2%	0.9%
10	CC1CCCC(C)N1CC(O)COCc1ccccc1F (centres undefined)	6.9%	-5.8%	-12.5%
11	Cc1cc(NC(=O)C2CC(c3c(F)cccc3Cl)=NO2)n(-c2ccccc2)n1 (centres undefined)	-14.2%	-13.2%	-10.2%
12	CCSC1=NCN(CCCC(=O)O)CN1	-16.3%	-24.3%	-5.9%
13	CC1=C(C(=O)N2CCOCC2)C(c2ccc(O)cc2)NC(=S)N1 (centres undefined)	1.3%	9.3%	-2.5%
14	O=C(NCC(c1ccco1)N1CCN(c2ccccc2F)CC1)c1cccs1 (centres undefined)	?	-26.5%	-7.8%
15	Cc1c(C(=O)NCCc2ccc(S(N)(=O)=O)cc2)sc2nc3n(c(=O)c12)CCCC3	-13.4%	-3.5%	-4.3%
16	COCCN1C[C@@H](CO)O[C@@H](n2cnc3c(N4CCN(CCO)CC4)ncnc32)C1	-15.2%	-13.6%	·
17	O=C(c1ccc(Cl)cc1)N(Cc1cccs1)C1CCS(=O)(=O)C1 (centres undefined)	?	?	-1.1%
18	CC1(C(=O)Nc2ccc3c(c2)OCCO3)CN(S(C)(=O)=O)CC(=O)N1CCc1ccccc1 (centres undefined)	6.2%	5.3%	·
19	CN(CC(=O)Nc1ccccc1Cl)C(=O)CSc1nnc(N)s1	-3.6%	-8.7%	-11.2%
20	CCC(=O)N(Cc1cc2ccccc2[nH]c1=O)c1ccccc1OC	-15.8%	-1.2%	-19.3%
21	CC(=O)Nc1ccc(NC(=O)C(C)OC(=O)c2cc(S(=O)(=O)N(C)C)ccc2N2CCCC2)cc1 (centres undefined)	?	?	-2.9%
22	CCN1CCc2nc(NC(=O)C(c3ccccc3)c3ccccc3)sc2C1	?	?	-8.1%
23	COc1cc(C(=O)Nc2cc(C)ccc2OCc2cc(=O)n3cc(C)sc3n2)cc(OC)c1OC	-14.7%	-12.0%	-4.6%
24	N#C/C(=N\Nc1ccc([N+](=O)[O-])cc1)C(N)=S	23.1µM*	?	-6.0%
25	COc1cc(/C=N/NC(=S)NC2CC3C=CC2C3)cc(OC)c1OC (centres undefined)	?	?	-26.0%
26	O=C(O)CCc1nn2cnc3sc4c(c3c2nc1=O)CCCC4	-1.5%	-4.5%	-9.6%
27	COc1cc(NC(=O)c2cc(=O)[nH]c3ccc(S(=O)(=O)N4CCOCC4)cc23)cc(OC)c1	-14.0%	-8.5%	1.4%
28	CC1CCN(S(=O)(=O)c2ccc3c(c2)N(CC(=O)NCCCN2CCCC(C)C2)C(=O)CO3)CC1 (centres undefined)	28.4%	-7.2%	-2.2%
29	O=C(CCc1nnc2ccc(NCc3ccccc3Cl)nn12)NC1CCCCC1	26.6%	3.6%	-1.7%
30	CCOC(=O)c1c(NC(=O)CSc2nnc(-c3c[nH]c4ccccc34)n2CC)sc2c1CCCC2	?	?	-8.2%
31	CC(NC(=O)C1=CC=CN2CCS(=O)(=O)N=C12)c1ccc(Cl)cc1Cl (centres undefined)	?	-25.8%	1.2%
32	Cc1csc(Nc2ccccc2C(F)(F)F)n1	?	-3.2%	-20.1%
33	Cc1ccc(C)c(S(=O)(=O)c2c(N)n(/N=C/c3ccco3)c3nc4ccccc4nc23)c1	?	?	-15.4%
34	COc1ccccc1C(=O)NNS(=O)(=O)c1ccc(F)cc1	-2.5%	1.1%	-9.7%
35	N#Cc1cn(-c2cccc(C(F)(F)F)c2)c(=O)[nH]c1=O	-4.2%	8.2%	17.3%
36	COc1cccc(N(CC(=O)NC2CCCC2)C(=O)CCC(=O)Nc2nccs2)c1	-11.3%	5.5%	0.1%
37	CN(C)S(=O)(=O)c1ccc(C(=O)NCC2(N3CCOCC3)CCCCC2)cc1	8.0%	-27.0%	2.6%
38	CC(C(=O)Nc1ccc([N+](=O)[O-])cc1Cl)N1CCN(S(=O)(=O)c2cccs2)CC1 (centres undefined)	?	-25.9%	-0.8%
39	COCCNC(=O)/C(C#N)=C/c1ccc(C)o1	-3.3%	3.2%	-1.8%
40	CCOc1cccc(C(=O)Nc2nc3c(s2)CC(C(C)(C)C)CC3)c1 (centres undefined)	20.6µM*	20.6µM*	0.0%

# Fetched by structure from the list above:
nr	Molecule	DT40 TDP1 no CPT	DT40 TDP1 CPT	KAT2A inh
40	CCOc1cccc(C(=O)Nc2nc3c(s2)CC(C(C)(C)C)CC3)c1 (centres undefined)	20.6µM*	20.6µM*	0.0%
36	COc1cccc(N(CC(=O)NC2CCCC2)C(=O)CCC(=O)Nc2nccs2)c1	-11.3%	5.5%	0.1%
33	Cc1ccc(C)c(S(=O)(=O)c2c(N)n(/N=C/c3ccco3)c3nc4ccccc4nc23)c1	?	?	-15.4%

# Carrying on:
nr	Molecule	DT40 TDP1 no CPT	DT40 TDP1 CPT	KAT2A inh
41	c1cc(-c2n[nH]c(-c3ccncc3)n2)ccn1	-21.8%	2.4%	·
42	CC(C)(C)NC(=O)NC(=O)CSc1ncccn1	-18.5%	-1.3%	9.9%
43	CC(=O)C1=C(O)C(=O)N(c2ccc(C(=O)O)cc2)C1c1ccccc1 (centres undefined)	-6.7%	-14.3%	-2.3%
44	CCC(C)NC(=O)CCNS(=O)(=O)c1ccc(Br)cc1 (centres undefined)	3.2%	-3.8%	1.2%
45	O=C1NC[C@@H](CCCCN2CCN(CC3CCCCC3)C(=O)C2=O)N(Cc2ccccc2)C1=O	0.3%	-3.5%	·
46	Cn1nnc(NC(=S)NC(=O)c2ccco2)n1	?	?	-5.6%
47	COc1ccccc1NC(=O)CN(Cc1ccco1)C(=O)c1cc(Cl)c(OC)c(OC)c1	?	?	·
48	CCOc1cc(C)nc(N2CCC(C(=O)NC3CC3)CC2)n1	-8.6%	6.9%	·
49	C/C=C/c1ccccc1OCc1ccc(C(=O)O)o1	-7.8%	2.5%	1.4%
50	O=C(CNc1cccc(C(F)(F)F)c1)Nc1cccc(S(=O)(=O)N2CCCC2)c1	-71.2%	13µM*	-14.1%
51	c1ccc(C2OC3c4cccc5cccc(c45)C3N2c2ccccc2)cc1 (centres undefined)	-12.3%	-6.1%	-4.9%
52	CCC(NS(=O)(=O)c1ccc(C)cc1)C(=O)N1CCOCCOCCOCCOCC1 (centres undefined)	-0.7%	7.2%	-4.7%
53	NC(=O)C1CCCN(Cc2ccc(Cl)cc2)C1 (centres undefined)	-8.5%	-3.9%	-15.6%
54	Cc1ccccc1N1CCN(C2CCCN(C(=O)c3cc(C(C)C)[nH]n3)C2)CC1 (centres undefined)	?	-40.7%	-31.4%
55	CN(C)S(=O)(=O)c1ccc(C(=O)Nc2ccccc2[N+](=O)[O-])cc1	-18.7%	-7.4%	-4.0%
56	CC(=O)c1ccc(NC(=O)C2CCC(C)NC2=O)cc1 (centres undefined)	-16.9%	-6.5%	0.6%
57	CN1CCC(N(C)S(=O)(=O)c2ccc(NC(=O)COc3cccc(Cl)c3)cc2)CC1	?	?	-8.4%
58	CC12CC3CC(C)(C1)CC(C(=O)N1CCN(C(=O)c4ccco4)CC1)(C3)C2	?	?	-7.6%
59	COc1cccc(NC(=O)COC(=O)c2ccc(C)c(S(=O)(=O)N3CCCCC3)c2)c1	?	?	-10.0%
60	CCCCn1c(N)c(N(CCOC)C(=O)CSc2n[nH]c(-c3ccc(C)cc3)n2)c(=O)[nH]c1=O	6.3%	1.3%	0.4%
61	Cc1ccc(S(=O)(=O)NCC(=O)NCC2CCCCC2)cc1C	-3.7%	-2.6%	-4.7%
62	CC(C)(C)C(=O)N1CCN(c2ccc(NC(=O)c3ccco3)cc2)CC1	-20.1%	-5.5%	-1.5%
63	Cc1ccccc1-n1c(Cn2c(=O)sc3ccccc32)nnc1SCC(=O)N1CCOCC1	-3.3%	4.5%	-0.9%
64	Cc1cccc(NC(=O)c2ccc(OCc3c(C)noc3C)cc2)c1C	?	?	-0.5%
65	CCc1ccc(NC(=O)COC(=O)C2(c3ccc(Cl)cc3)CCCC2)cc1	20.6µM*	20.6µM*	-4.0%
66	Cc1cccc(C)c1N/C=C/c1onc(C)c1[N+](=O)[O-]	-21.2%	-17.5%	·
67	Cc1cccc(N2C(=O)CC(N3CCN(c4ccc(Cl)cc4)CC3)C2=O)c1 (centres undefined)	14.8%	-13.5%	-0.6%
68	O=C(Nc1ccc2c(c1)OCCO2)c1cccc(C(=O)Nc2ccc3c(c2)OCCO3)c1	-27.6%	-11.3%	3.7%
69	O=C1C2(CCCC13COC(c1ccc(O)cc1)OC3)COC(c1ccc(O)cc1)OC2 (centres undefined)	0.4%	-25.3%	-19.8%
70	COc1cc(C(=O)N2CCNCC2)cc(OC)c1OC	-14.9%	-2.4%	-10.0%
71	O=C(Nc1ccc(NC(=O)c2ccccn2)cc1)C(=O)Nc1ccc2c(c1)OCCO2	-0.4%	-27.5%	-11.4%
72	N#C/C(=C(/O)CN1CCN(c2ccccc2F)CC1)c1nc(-c2ccccc2)cs1	?	?	?
73	CCOc1ccc(NC(=O)COC(=O)c2ccccc2OCc2ccccc2Br)cc1	-7.5%	3.7%	·
74	CC(C)c1ccc2[nH]c3c(c2c1)CCCC3=O	-22.3%	3.4%	-11.1%
75	CC(=O)c1ccc(N2CCN(C(=O)CCCn3c(=O)[nH]c4ccc(Br)cc4c3=O)CC2)cc1	13µM*	14.6µM*	-1.1%
76	CCOC(=O)c1c(C)[nH]c(C)c1C(=O)COC(=O)c1ccc(S(=O)(=O)C(F)F)cc1	-8.9%	-13.5%	-2.7%
77	CC(C)[C@H](Nc1ccc(S(=O)(=O)N2CCOCC2)cc1[N+](=O)[O-])C(=O)OCC(N)=O	-28.6%	-3.3%	-6.2%
78	COc1ccsc1C(=O)NCCN1CCOCC1	5.6%	-7.0%	0.0%
79	COc1ccc(/C=C/C(=O)OC(C)CN2CCOCC2)cc1 (centres undefined)	-18.5%	-4.9%	-13.7%
80	O=C(CN(C(=O)C1CSC(=O)C1)c1ccccc1F)NCc1ccc2c(c1)OCO2 (centres undefined)	-9.2%	?	-0.6%
81	O=C(Cn1cnc2ccccc2c1=O)NCC(=O)N1CCN(c2ccccn2)CC1	-1.4%	0.5%	0.9%
82	OCC[C@H]1C[C@@H](O)[C@H](O)[C@]2(Cc3ccccc3CO2)O1	17.5%	10.9%	-4.4%
83	Cc1ccc(NC2CCCN(C(=O)C3CCCC3)C2)cc1C (centres undefined)	?	?	1.5%
84	CCOc1ccccc1N1CCN(C(=O)NC2CCCCC2)CC1	2.1%	-21.4%	0.1%
85	O=C(CCCC1=NS(=O)(=O)c2ccccc2N1)N1CCN(c2ccccc2)CC1	?	?	-6.1%
86	COCCCn1c(=O)c2sccc2n2c(CCCC(=O)NCc3ccccc3OC)nnc12	16.0%	-7.3%	-16.4%
87	CC1CCC2(CC1)NC(=O)N(CC(=O)Nc1ccc(N3CCCCC3)cc1)C2=O (centres undefined)	?	?	·
88	Cc1ccc(S(=O)(=O)Nc2ccc3ccccc3c2[N+](=O)[O-])cc1	?	?	·
89	O=c1oc2ccccc2c2oc3cc(O)c(O)cc3c12	-4.2%	-5.3%	-18.0%
90	CC(C)C[C@@H]1NC(=O)[C@H](CO)NC(=O)c2cc([N+](=O)[O-])cc(I)c2OCC[C@@H](C(N)=O)NC1=O	-2.7%	-13.6%	-4.9%
91	COc1ccc(CNC(=O)C2CCN(Cc3nc(-c4ccc(OC)c(OC)c4)oc3C)CC2)cc1	?	?	-4.3%
92	CC(C)CNC(=O)C1(C)CCCN1C(=O)c1ccc2c(c1)CCO2 (centres undefined)	-6.1%	-0.1%	·
93	O=C(COc1ccc(S(=O)(=O)NC2CCCCC2)cc1Cl)N1CCN(c2ccccc2)CC1	?	?	-7.4%
